RAD52 inh – RAD52 DNA annealing inhibitors, primary screen, biochemical, FRET, single point, set 2 | DNA repair protein RAD52 homolog (Homo sapiens), P43351 | recombinant RAD52 DNA annealing, FRET fluorescence | inhibition, % at 18.7 µM | 360,000 compounds, 0.46% hits;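 active = every replicate showing at least 50% inhibition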
Target sequence (P43351 whole entry, looked up): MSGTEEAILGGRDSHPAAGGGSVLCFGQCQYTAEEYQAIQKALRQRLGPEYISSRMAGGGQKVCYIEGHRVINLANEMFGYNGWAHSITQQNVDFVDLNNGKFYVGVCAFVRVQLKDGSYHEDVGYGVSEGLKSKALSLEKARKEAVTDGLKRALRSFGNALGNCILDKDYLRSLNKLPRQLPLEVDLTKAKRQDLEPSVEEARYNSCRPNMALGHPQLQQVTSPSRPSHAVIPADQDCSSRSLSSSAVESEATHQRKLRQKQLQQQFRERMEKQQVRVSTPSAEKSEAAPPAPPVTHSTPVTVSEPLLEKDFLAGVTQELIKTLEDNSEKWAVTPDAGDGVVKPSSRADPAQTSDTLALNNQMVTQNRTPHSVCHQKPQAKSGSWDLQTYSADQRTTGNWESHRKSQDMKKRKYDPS
ERAP1 HTS inh – human ERAP1 aminopeptidase inhibitors, primary screen, biochemical, single point, plate reader | recombinant ERAP1, Leu-AMC fluorescence, 60 min | Endoplasmic reticulum aminopeptidase 1 (Homo sapiens), Q9NZ08 | 340,000 compounds, 0.15% hits | inhibition, % at 10.7 µM;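 active = mean replicate inhibition of at least 30%, or all replicates individually reaching that 30% level; inactive = mean below 30% and not every replicate reaching it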;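 note: 0% = neutral control wells and 100% = L-leucinethiol positive control wells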
PglD inh – C. jejuni PglD acetyltransferase inhibitors, primary screen, biochemical, DTNB colorimetric, single point | AID 602405, 2012 | UDP-N-acetylbacillosamine N-acetyltransferase PglD (Campylobacter jejuni) | purified PglD enzyme, DTNB colorimetric CoA detection | 360,000 compounds, 0.098% hits | inhibition, % at 12.5 µM; in the data active = inhibition above about 16%, passing the limit was not always enough; note: strong numbers were not always called active
miR-122 sensor – miR-122 Renilla sensor signal increase in Huh7, primary screen, miR-122 inhibitor project, cell-based, single point, plate reader | Huh7 miR-122 Renilla luciferase sensor, 48 h; neutral wells = 0, positive control = 100 | activation (reporter increase), % at 12.5 µM | 340,000 compounds, 0.3% hits | AID 602342, 2012;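 active = mean replicate activation score at least 90 and every replicate individually at or above 90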;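 note: higher luciferase means less miR-122 activity so hits act as miR-122 inhibitors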
Cneo AK release – Cryptococcus neoformans cell lysis inducers, primary screen, AK release luminescence, single concentration. C. neoformans lysis, adenylate kinase release luminescence, 4 h; normalised: neutral wells 0, clomiphene wells 100. 360,000 compounds, 0.2% hits. lysis activity, % at 15 µM;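 active = mean lysis activity across replicates of at least 80%, whatever share of replicates individually reach that level; inactive = mean lysis activity below 80%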
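Assay system: C. neoformans cells. Amount: yeast cell density of 5 × 10^6 cells/mL. Technique: AK luminescence. Buffer or medium: YPD. Times: static 4 h at 37 °C with compound, 1 h detection. Dosing: single-point compound dose. Read-out: lysis from increased AK signal.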
PGC1a acetyl inh – inhibitors of PGC1a acetylation signal, primary screen, cell-based, U2OS, AlphaScreen, inhibitor mode; AlphaScreen anti-acetyl-lysine; with virally co-expressed GCN5 acetyltransferase; inhibition, % at 15.6 µM; 350,000 compounds, 0.17% hits; AID 651687, 2012;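 active = every replicate shows inhibition of at least 40%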;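 note: 0% = neutral control wells and 100% = positive control wells; some results beyond the cut were filed as inactive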
RAD54 branch – inhibitors of human RAD54 branch migration, primary screen, biochemical, fluorescence, single point; RAD54 Holliday junction branch migration, FAM/BHQ fluorescence; inhibition, % at 10.4 µM; 360,000 compounds, 0.14% hits;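 active = mean normalized replicate activity at least 40 and at least half of replicates scoring 40 or more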;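 note: 0% = median of neutral control wells and 100% = median of positive control wells; inhibitors cause a drop in the FAM fluorescence signal; in these data hits start at about 50%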
E-selectin induc – E-selectin induction in HUVECs, primary screen, imaging, HUVEC, immunofluorescence imaging, single point; P16581; normalized: neutral wells 0, TNF-alpha wells 100; activation, % at 7.58 µM; 260,000 compounds, 0.37% hits;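 active = mean E-selectin-positive cell signal at least 10% of the positive control, reached in at least 60% of replicates, without over 20% cell loss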;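 note: in these data hits start at about 27%; measured in HUVEC primary endothelial cells; signal is the percent of cells scored E-selectin positive by PE staining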
Target sequence (P16581 whole entry, looked up): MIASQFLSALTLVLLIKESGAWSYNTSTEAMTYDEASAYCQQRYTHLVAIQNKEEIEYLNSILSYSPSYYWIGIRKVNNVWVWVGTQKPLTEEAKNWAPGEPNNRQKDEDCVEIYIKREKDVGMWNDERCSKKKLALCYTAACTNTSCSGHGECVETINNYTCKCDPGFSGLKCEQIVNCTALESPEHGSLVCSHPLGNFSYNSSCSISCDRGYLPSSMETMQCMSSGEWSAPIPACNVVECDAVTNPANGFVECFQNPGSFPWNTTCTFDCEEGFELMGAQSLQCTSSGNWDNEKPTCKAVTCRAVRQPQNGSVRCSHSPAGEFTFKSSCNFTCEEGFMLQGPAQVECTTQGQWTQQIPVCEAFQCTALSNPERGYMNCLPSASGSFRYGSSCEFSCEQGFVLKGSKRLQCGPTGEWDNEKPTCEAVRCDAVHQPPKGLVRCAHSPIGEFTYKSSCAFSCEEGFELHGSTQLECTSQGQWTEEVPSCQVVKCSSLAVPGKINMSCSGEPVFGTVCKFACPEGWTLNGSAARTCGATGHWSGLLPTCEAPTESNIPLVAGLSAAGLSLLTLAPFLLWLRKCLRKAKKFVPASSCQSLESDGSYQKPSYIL
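Test system – human umbilical vein endothelial cells (HUVEC), E-selectin induction · Input – 3,000 HUVEC seeded per well · Buffer or medium – EGM-2, gelatin · Compound dosing – single-point compound dose · Detection – immunofluorescence imaging · Measure – percent E-selectin-positive cells · Controls – TNF-alpha high, DMSO low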
An asterisk follows results filed as active; & = joins results of further samples; [ ] = dose if it differs, or a comment. Compounds as they come (roughly 1.4% active in at least one column).

What do the screens show for `c1ccc(Cn2nnc(CNc3ccccc3)c2-c2c(CNc3ccccc3)nnn2Cc2ccccc2)cc1`?
PglD inh: -2; miR-122 sensor: 0; Cneo AK release: 3; PGC1a acetyl inh: 3; RAD54 branch: -3

What do the screens show for `O=C(CSc1nc(O)cc(=O)[nH]1)C1CC1`?
PglD inh: 0; miR-122 sensor: 0; Cneo AK release: 3; PGC1a acetyl inh: 3; RAD54 branch: -9

Results for O=S(=O)(c1ccc(Cl)cc1)N1CCN(c2ccc(N3CCOCC3)nn2)CC1 ?
PglD inh: 3; miR-122 sensor: 0; Cneo AK release: 0; PGC1a acetyl inh: -8; RAD54 branch: 2

What do the screens show for `CN1CCc2c(sc3c2C(=O)NC(/C=C/c2ccco2)N3)C1` (configuration not stated)?
RAD52 inh: -52; ERAP1 HTS inh: 2; PglD inh: -8; miR-122 sensor: 0; Cneo AK release: 4; PGC1a acetyl inh: 3; RAD54 branch: -7

How did Cc1nn(-c2ccccc2)c(OC(=O)c2cccs2)c1S(=O)(=O)c1ccc([N+](=O)[O-])cc1 do in these assays?
PglD inh: -1; miR-122 sensor: -5; Cneo AK release: 5; PGC1a acetyl inh: 4; RAD54 branch: -7

Results for CCCCc1ccc(NC(=S)N2CCCC(C)C2)cc1 (configuration not stated) ?
RAD52 inh: -15; ERAP1 HTS inh: 2; PglD inh: 0; miR-122 sensor: 3; Cneo AK release: 2; PGC1a acetyl inh: -20; RAD54 branch: -2

How did CN(C)c1ccc(/C=N/NC(=O)c2nnn(-c3nonc3N)c2COc2ccc(F)cc2)cc1 do in these assays?
RAD52 inh: 0; ERAP1 HTS inh: 1; PglD inh: -8; miR-122 sensor: -1; Cneo AK release: 1; PGC1a acetyl inh: -3; RAD54 branch: 0; E-selectin induc: 0.3

Results for Cc1ncoc1C(=O)N1CCCC(CCC(=O)NCc2ccc(F)c(F)c2)C1 (configuration not stated) ?
RAD52 inh: -9; ERAP1 HTS inh: 10; PglD inh: -5; miR-122 sensor: -4; Cneo AK release: 0; RAD54 branch: -2

Results for CCC(C)[C@H](N)c1nnc(SCC(=O)Nc2ccc(C)cc2C)o1 (some centres not stated) ?
RAD52 inh: -7; ERAP1 HTS inh: -1; PglD inh: 1; miR-122 sensor: 7; Cneo AK release: 1; PGC1a acetyl inh: -2; RAD54 branch: 7; E-selectin induc: 4.2

What do the screens show for `O=S(=O)(Nc1ccccc1)c1ccc2c(c1)CCO2`?
RAD52 inh: -9; ERAP1 HTS inh: 4; PglD inh: 5; miR-122 sensor: 30; Cneo AK release: -1; PGC1a acetyl inh: 6; RAD54 branch: -8; E-selectin induc: 0.0

How did CN1CCN(C(=O)C[C@@H]2C[C@@H]3c4cc(NC(=O)Cc5ccncc5)ccc4O[C@@H]3[C@@H](CO)O2)CC1 do in these assays?
RAD52 inh: 1; ERAP1 HTS inh: -1; PglD inh: 0; miR-122 sensor: -1[16.7 µM]; Cneo AK release: -2; PGC1a acetyl inh: 2; RAD54 branch: 2; E-selectin induc: -0.1

What do the screens show for `COc1ccc(CN2CCC(N3CCC(C(=O)N4CCOCC4)CC3)CC2)c(F)c1`?
RAD52 inh: -45; ERAP1 HTS inh: 5; PglD inh: 2; miR-122 sensor: 0; Cneo AK release: 1; PGC1a acetyl inh: 8; RAD54 branch: -2

Results for Nc1cc(Cl)cc2c1-c1ccc(Cl)cc1C2O (configuration not stated) ?
RAD52 inh: -24; ERAP1 HTS inh: -7; PglD inh: -3; miR-122 sensor: 19; Cneo AK release: 8; PGC1a acetyl inh: 2; RAD54 branch: -5; E-selectin induc: 0.1

How did O=C(Nc1ccc(F)cc1F)c1ccc2nc(N3CCOCC3)sc2c1 do in these assays?
RAD52 inh: -34; ERAP1 HTS inh: -2; PglD inh: 1; miR-122 sensor: -4; Cneo AK release: 2; PGC1a acetyl inh: -15; RAD54 branch: -5; E-selectin induc: 0.2

Results for Cc1cc(C)nc(SCC(=O)N2CCc3ccccc32)n1 ?
RAD52 inh: -6; ERAP1 HTS inh: -3; PglD inh: -1; miR-122 sensor: 6; Cneo AK release: 0; RAD54 branch: 7; E-selectin induc: 1.2

What do the screens show for `C#CCN([C@H](/C=C/C1CC1)[C@@H](O)Cc1ccccc1)[C@@H]1C(=O)N2[C@@H]1SC(C)(C)[C@@H]2C(=O)OC`?
RAD52 inh: 8&-14; ERAP1 HTS inh: 3&1; Cneo AK release: 4&-22; PGC1a acetyl inh: -15&-34

What do the screens show for `Cc1ccc2oc(=O)c3cnn(CC(=O)NC4CCCCC4C)c3c2c1` (configuration not stated)?
RAD52 inh: 31; PglD inh: 1; miR-122 sensor: 1; Cneo AK release: 0; PGC1a acetyl inh: 5; RAD54 branch: 6; E-selectin induc: -0.1

What do the screens show for `CO[C@@H]1CN(C)C(=O)c2cc(NS(C)(=O)=O)ccc2OC[C@@H](C)N(C(=O)NC(C)C)C[C@H]1C`?
PglD inh: 3; miR-122 sensor: 8[16.7 µM]; Cneo AK release: -2; PGC1a acetyl inh: 4; RAD54 branch: -7; E-selectin induc: 0.1

Results for Cc1noc(C)c1NC(=O)NCC[C@@H]1CC[C@H](NC(=O)c2ccccc2)[C@H](CO)O1 ?
RAD52 inh: 4; ERAP1 HTS inh: 1; PglD inh: -1; Cneo AK release: -3; PGC1a acetyl inh: -5; RAD54 branch: -3; E-selectin induc: 0.0

What do the screens show for `CN1CCN(C(=O)/C(=C/c2ccccc2)c2ccccc2)CC1`?
PglD inh: -2; Cneo AK release: 1; PGC1a acetyl inh: -15; RAD54 branch: -4

How did c1csc(-c2noc(COc3ccc4c(c3)CCCC4)n2)c1 do in these assays?
PglD inh: -1; miR-122 sensor: -1; Cneo AK release: -1; PGC1a acetyl inh: -6; RAD54 branch: 1

Results for COc1ccc(NC(=O)CSc2ncnc3[nH]ncc23)cc1 ?
RAD52 inh: -17; ERAP1 HTS inh: -2; PglD inh: 3; miR-122 sensor: -7; Cneo AK release: -1; PGC1a acetyl inh: -13; RAD54 branch: 12; E-selectin induc: 1.7

How did S=C(N/N=C/c1ccc(Br)cc1)N1CCCCC1 do in these assays?
RAD52 inh: -15; ERAP1 HTS inh: 4; PglD inh: 1; miR-122 sensor: -3; Cneo AK release: -1; PGC1a acetyl inh: 7; RAD54 branch: 3

How did CCOC(=O)c1cnc(-n2nc(C)cc2C)nc1Oc1ccccc1F do in these assays?
RAD52 inh: -26; ERAP1 HTS inh: 0; PglD inh: 4; miR-122 sensor: 3; Cneo AK release: 8; PGC1a acetyl inh: 10; RAD54 branch: 19; E-selectin induc: -0.2

What do the screens show for `COc1ccc(CN(C)C[C@@H]2OCCCC[C@H](C)Oc3ccc(NS(=O)(=O)c4ccc(OC)cc4)cc3C(=O)N([C@H](C)CO)C[C@@H]2C)cc1`?
PglD inh: 1; miR-122 sensor: -7[16.7 µM]; Cneo AK release: -1; PGC1a acetyl inh: -5; RAD54 branch: 2; E-selectin induc: -0.3

Results for CCCOc1ccc(C(=O)NCCC(=O)NCCCC(=O)OCC)cc1 ?
PglD inh: 3; miR-122 sensor: 2; Cneo AK release: 1; PGC1a acetyl inh: -6; RAD54 branch: -2

How did Cc1cc(C(=O)COC(=O)CCC(=O)c2ccc3c(c2)OCCO3)c(C)n1Cc1ccco1 do in these assays?
PglD inh: -2; miR-122 sensor: 17; Cneo AK release: -3; PGC1a acetyl inh: -6; RAD54 branch: -1

Results for O=[N+]([O-])c1ccc2c(c1)nc(CO)n2Cc1ccccc1 ?
RAD52 inh: -42; ERAP1 HTS inh: 2; PglD inh: -7; miR-122 sensor: 1; Cneo AK release: 5; RAD54 branch: -12; E-selectin induc: 0.1

How did COCc1cn(CC[C@H]2CC[C@H](NC(=O)c3ccc(F)cc3)[C@@H](CO)O2)nn1 do in these assays?
RAD52 inh: -25; ERAP1 HTS inh: -1; PglD inh: 1; Cneo AK release: -1; PGC1a acetyl inh: 5; RAD54 branch: -4; E-selectin induc: -0.4

How did COc1cccc(SCc2noc(C(=O)NCCC(C)C)c2C(=O)NCCC(C)C)c1 do in these assays?
PglD inh: -5; miR-122 sensor: 7; Cneo AK release: 1; PGC1a acetyl inh: -2; RAD54 branch: -6; E-selectin induc: 1.0

What do the screens show for `C[C@H]1CN([C@@H](C)CO)C(=O)Cc2cc(NC(=O)NC3CCCCC3)ccc2O[C@H]1CN(C)Cc1ccc(C(=O)O)cc1`?
RAD52 inh: 1; ERAP1 HTS inh: 2; PglD inh: 4; miR-122 sensor: -2[16.7 µM]; Cneo AK release: -1; PGC1a acetyl inh: 1; RAD54 branch: 0; E-selectin induc: -9.3

How did CCNC(=O)C[C@H]1CC[C@@H](NC(=O)C2CCOCC2)[C@H](CO)O1 do in these assays?
RAD52 inh: -1; ERAP1 HTS inh: -3; PglD inh: -1; Cneo AK release: 1; PGC1a acetyl inh: 6; RAD54 branch: -8; E-selectin induc: 0.2

What do the screens show for `CCCNc1c(NS(=O)(=O)c2ccc3c(c2)CCCC3)c(=O)oc2ccccc12`?
PglD inh: -1; miR-122 sensor: -4; Cneo AK release: 0; PGC1a acetyl inh: -2; RAD54 branch: 2

What do the screens show for `CNC(=O)/C(C#N)=C/c1c(N2CCN(c3ccc(OC)cc3)CC2)nc2c(C)cccn2c1=O`?
RAD52 inh: -10; ERAP1 HTS inh: -10; PglD inh: 0; Cneo AK release: -1; RAD54 branch: -2; E-selectin induc: 0.2

Molecules shown so far containing a furan ring, fused or not, in the order listed:
What do the screens show for `CN1CCc2c(sc3c2C(=O)NC(/C=C/c2ccco2)N3)C1` (configuration not stated)?
RAD52 inh: -52; ERAP1 HTS inh: 2; PglD inh: -8; miR-122 sensor: 0; Cneo AK release: 4; PGC1a acetyl inh: 3; RAD54 branch: -7

How did Cc1cc(C(=O)COC(=O)CCC(=O)c2ccc3c(c2)OCCO3)c(C)n1Cc1ccco1 do in these assays?
PglD inh: -2; miR-122 sensor: 17; Cneo AK release: -3; PGC1a acetyl inh: -6; RAD54 branch: -1

In the list so far, these have a thiophene ring, fused or not:
What do the screens show for `CN1CCc2c(sc3c2C(=O)NC(/C=C/c2ccco2)N3)C1` (configuration not stated)?
RAD52 inh: -52; ERAP1 HTS inh: 2; PglD inh: -8; miR-122 sensor: 0; Cneo AK release: 4; PGC1a acetyl inh: 3; RAD54 branch: -7

How did Cc1nn(-c2ccccc2)c(OC(=O)c2cccs2)c1S(=O)(=O)c1ccc([N+](=O)[O-])cc1 do in these assays?
PglD inh: -1; miR-122 sensor: -5; Cneo AK release: 5; PGC1a acetyl inh: 4; RAD54 branch: -7

How did c1csc(-c2noc(COc3ccc4c(c3)CCCC4)n2)c1 do in these assays?
PglD inh: -1; miR-122 sensor: -1; Cneo AK release: -1; PGC1a acetyl inh: -6; RAD54 branch: 1
